KDM5B inhibitor: inhibitors of human KDM5B histone demethylase. KDM5B demethylase, FDH-coupled NADH fluorescence (FDH is formaldehyde dehydrogenase). 220,000 compounds, 2.6% hits. Potency, µM (titrated, usually from 57.7 µM), without a hit: top-dose activity change, negative = inhibition, actives largely listed as inhibitors. AID 1347165; active = well fitted inhibition curve with a large enough effect; inconclusive = small, poorly fitted or top-dose-only effect; inactive = no such curve, though single readings can be large or run the other way; also: 0% is about no effect; nearly all actives have a fitted effect of over 70% in size
Target sequence (Q9UGL1 whole entry, looked up): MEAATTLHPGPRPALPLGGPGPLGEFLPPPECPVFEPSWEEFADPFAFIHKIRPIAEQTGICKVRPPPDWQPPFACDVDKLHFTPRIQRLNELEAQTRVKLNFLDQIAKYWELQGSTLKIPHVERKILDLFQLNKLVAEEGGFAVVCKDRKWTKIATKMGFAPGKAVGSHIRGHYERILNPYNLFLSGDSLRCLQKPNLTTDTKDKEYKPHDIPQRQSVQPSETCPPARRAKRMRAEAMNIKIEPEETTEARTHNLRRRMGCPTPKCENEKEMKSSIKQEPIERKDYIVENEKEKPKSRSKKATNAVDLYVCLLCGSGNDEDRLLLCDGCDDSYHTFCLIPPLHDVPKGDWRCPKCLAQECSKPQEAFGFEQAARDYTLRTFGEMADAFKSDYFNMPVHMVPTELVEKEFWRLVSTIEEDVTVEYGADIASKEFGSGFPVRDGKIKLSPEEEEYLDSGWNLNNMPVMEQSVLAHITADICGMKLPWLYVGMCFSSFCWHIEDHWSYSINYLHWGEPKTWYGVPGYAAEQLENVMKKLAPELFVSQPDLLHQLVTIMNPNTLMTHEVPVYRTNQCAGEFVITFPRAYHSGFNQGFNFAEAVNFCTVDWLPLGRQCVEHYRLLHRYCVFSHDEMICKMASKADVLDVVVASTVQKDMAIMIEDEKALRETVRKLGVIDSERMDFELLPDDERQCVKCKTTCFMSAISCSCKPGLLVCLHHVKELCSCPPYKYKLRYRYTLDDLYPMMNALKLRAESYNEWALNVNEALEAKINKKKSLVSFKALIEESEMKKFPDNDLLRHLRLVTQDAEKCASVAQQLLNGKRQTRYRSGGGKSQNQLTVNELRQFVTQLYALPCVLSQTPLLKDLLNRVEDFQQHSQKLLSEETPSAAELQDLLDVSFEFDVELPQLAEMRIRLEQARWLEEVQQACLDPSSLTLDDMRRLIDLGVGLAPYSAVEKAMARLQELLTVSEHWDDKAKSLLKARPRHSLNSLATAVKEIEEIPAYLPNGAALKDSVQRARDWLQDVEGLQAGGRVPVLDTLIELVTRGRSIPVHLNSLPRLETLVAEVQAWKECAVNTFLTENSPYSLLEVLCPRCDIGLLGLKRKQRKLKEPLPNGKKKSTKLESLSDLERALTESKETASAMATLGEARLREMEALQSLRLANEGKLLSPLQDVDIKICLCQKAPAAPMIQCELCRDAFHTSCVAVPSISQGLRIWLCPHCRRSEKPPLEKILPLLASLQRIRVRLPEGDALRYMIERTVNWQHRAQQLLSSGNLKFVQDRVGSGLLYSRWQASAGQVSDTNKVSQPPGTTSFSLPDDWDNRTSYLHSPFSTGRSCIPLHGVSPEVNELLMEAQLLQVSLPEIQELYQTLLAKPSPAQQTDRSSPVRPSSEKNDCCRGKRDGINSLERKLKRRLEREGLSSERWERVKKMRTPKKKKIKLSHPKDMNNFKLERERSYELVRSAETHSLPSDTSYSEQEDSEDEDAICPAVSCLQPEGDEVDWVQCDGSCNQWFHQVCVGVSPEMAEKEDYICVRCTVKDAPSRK
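Compound dilutions met 200 nM (final) KDM5BΔAP for 10 min at room temperature before substrate addition. The substrate mix held 12.5 µM H3K4me3 with cofactors 25 µM α-ketoglutarate and 50 µM Fe²⁺. NADH signal gain over 30 min defined activity.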
An asterisk follows results filed as active; i = inactive; ? = inconclusive; & = joins results of further samples; [ ] = dose if it differs, or a comment. Potency is read from the fitted curve at half-maximal effect. Not all compounds are listed; count on the stated rates, not on these rows.

SMILES | KDM5B inhibitor
O=C(N[C@@H]1C[C@H](Cn2cc(C3CC3)nn2)[C@@H](O)[C@H]1O)c1cnccn1 | -11%[86.2 µM]
Cc1c(Cl)cccc1NC(=S)NCCc1ccccc1 | -18%
COc1ccc(CNC(=O)CCc2c(C)nc3c4cccnc4nn3c2C)cc1 | ?
CC1=C[C@@H](CN2CCN(c3ncccn3)CC2)[C@H](C(C)C)C[C@H]1Cc1nnc(-c2ccccc2F)o1 | ?
Cc1cc(C)cc(OCC(=O)N(Cc2ccc(Cl)cc2)C2CCS(=O)(=O)C2)c1 (configuration not stated) | ?
COc1ccc(-c2onc(C)c2C(=O)NCCCOC(C)C)cc1 | -14%
CCC/C(=N\NC(=O)C(O)(c1ccc(CC)cc1)c1ccc(CC)cc1)c1ccccc1 | 20%
COc1ccc2c(CNCc3ccccc3OC)c(C(=O)O)n(Cc3ccc(F)cc3Cl)c2c1 | 3%
CC(C)CCn1nc(C(=O)NC2CCCc3ccccc32)c2ccccc2c1=O (configuration not stated) | -10%
COc1ccc(COCC(O)Cn2nc(-c3ccc(C)cc3)c3ccccc3c2=O)cc1 (configuration not stated) | 10%

The final 2 records of the part above open the next one:
SMILES | KDM5B inhibitor
CC(C)CCn1nc(C(=O)NC2CCCc3ccccc32)c2ccccc2c1=O (configuration not stated) | -10%
COc1ccc(COCC(O)Cn2nc(-c3ccc(C)cc3)c3ccccc3c2=O)cc1 (configuration not stated) | 10%
O=C(c1ccc(Cl)cc1)N1CCc2sc(C(=O)N3CCOCC3)cc2C1 | 0%
COc1ccccc1-c1cc(-c2ccncc2)c2cncn2c1 | ?
O=C1NCN(Cc2ccc(Cl)cc2)C12CCN(Cc1ccc(OC(F)(F)F)cc1)CC2 | 10%
CCc1cccc(C)c1NC(=O)Cn1c(=O)n(-c2ccc(F)cc2)c(=O)c2c1cc(C)n2C | -9%
O=S(=O)(c1ccc(-c2ccno2)s1)N1CCCCC1 | 8%
CC1CCN(C(=O)C[C@@H]2c3nc(NC(=O)c4c(F)cccc4F)sc3C[C@@H]3[C@](C)(CO)[C@H](O)CC[C@]32C)CC1 | -16%
O=C(c1ccc(Cl)cc1)N1CCC2(CC1)CC(c1cccnc1)=NO2 | 21%[115 µM]
COc1ccc2cc(CN(C)C(=O)CNC(=O)c3ccc(Cl)cc3)ccc2c1 | -43%
OC(c1cccc(Cl)c1Cl)C(F)(F)F (configuration not stated) | 13%
CN1CC(=O)N(c2cccnc2)Cc2c1ncnc2N1CCC(c2ccccc2)CC1 | -9%
CCC1(c2ccc(NC(=O)c3cc(OC)cc(OC)c3)cc2)CCC(=O)NC1=O (configuration not stated) | 21%
COc1ccccc1N1CCN(c2c3c(nc4nncn24)CCC3)CC1 | -11%
CN(CC1CCOCC1)S(=O)(=O)c1ccc(Br)cc1 | -15%
Cc1oc(-c2ccc(C(=O)NCCCN3CCOCC3)cc2)nc1CSc1ccccc1 | -29%
Cc1ccccc1NC(=O)C(C)Sc1nnc(-c2ccncc2)n1CC1CCCO1 (configuration not stated) | 23%
CCCCC(=O)Nc1cccc(C)c1C | 13%
COC(=O)c1sccc1NC(=O)c1ccc(Cl)cc1 | ?
N#Cc1nc(-c2ccc(F)cc2)oc1NCCN1CCOCC1 | ?
Cc1[nH]c2ccccc2c1C(=O)C(=O)NCC1CCN(C)CC1 | 0%
CCOc1ccc(CNCCNC(=O)c2nonc2N)cc1 | -29%

The last 4 records of the section above open the next one:
SMILES | KDM5B inhibitor
COC(=O)c1sccc1NC(=O)c1ccc(Cl)cc1 | ?
N#Cc1nc(-c2ccc(F)cc2)oc1NCCN1CCOCC1 | ?
Cc1[nH]c2ccccc2c1C(=O)C(=O)NCC1CCN(C)CC1 | 0%
CCOc1ccc(CNCCNC(=O)c2nonc2N)cc1 | -29%
Cc1cc(C(=O)NCCc2ccc(Cl)cc2)n(-c2ccccc2)n1 | 22%
CN(C)C(=O)N1CCC2(CC1)CN(C(=O)CCCN)Cc1ccccc1O2 | 18%[115 µM]
COc1ccc(CNC(=O)[C@@H]2Cc3nc[nH]c3CN2Cc2ccc(OC)c3ccccc23)cc1 | ?
CCCCNC(=O)C1CCc2sc(C(=O)N3CCOCC3)cc2C1 (configuration not stated) | -5%
CCn1ccc(C(=O)N2c3ccccc3CC2c2nc(C(C)C)no2)n1 (configuration not stated) | 25µM*
CCCn1ncc(CN(C)CC2CCN(CCc3ccc(Cl)cc3)CC2)c1C | 45%[activator]
O=C(CN1CCSc2ccccc21)N1CCCCC1 | 1%
CN(C)CC1(O)CCCN(Cc2ccc(CCN)cc2)C1 (configuration not stated) | ?
Cc1c(-c2ccccc2)oc2c(C(=O)OCC(=O)N3CCC(C)CC3)cccc2c1=O | 3%
CCN1c2cc(C(=O)Nc3ccc(Cl)c(F)c3)ccc2C(=O)N2CCCCC21 (configuration not stated) | ?

Next section, starting with the last 5 of the part before.
SMILES | KDM5B inhibitor
CCCn1ncc(CN(C)CC2CCN(CCc3ccc(Cl)cc3)CC2)c1C | 45%[activator]
O=C(CN1CCSc2ccccc21)N1CCCCC1 | 1%
CN(C)CC1(O)CCCN(Cc2ccc(CCN)cc2)C1 (configuration not stated) | ?
Cc1c(-c2ccccc2)oc2c(C(=O)OCC(=O)N3CCC(C)CC3)cccc2c1=O | 3%
CCN1c2cc(C(=O)Nc3ccc(Cl)c(F)c3)ccc2C(=O)N2CCCCC21 (configuration not stated) | ?
Cc1cc(C)nc(SCC(=O)OCC(=O)N(C)c2c(N)n(Cc3ccccc3)c(=O)[nH]c2=O)n1 | 5%
COC[C@H]1C[C@@H](NC(=O)c2cc(C(C)(C)C)oc2C)[C@H](O)[C@@H]1O | -28%[86.2 µM]
Cn1nc(C(C)(C)C)c(NC(=O)c2sccc2Cl)c1C(C)(C)C | 7%
O=C(O)c1ccc(CNCCc2c[nH]c3ccccc23)cc1 | -17%
COc1cc(C(=O)N2CCC(c3ccncc3)CC2)cc(OC)c1OC | -2%
CN1CCCCCC(O)c2cc(C(=O)N3CCN(c4ccccc4F)CC3)ccc21 (configuration not stated) | ?
O=C(c1ccc(Cl)cc1)N1CCC(n2cc(-c3ccccn3)[nH]c2=O)CC1 | 45µM*
CCCC1c2nccn2CCCN1C(=O)c1cccc(OC)c1OC (configuration not stated) | 18%
CCC(=O)OCc1cc(=O)n2nc(C3CC3)sc2n1 | ?
O=C(CCSCCc1ccccn1)Nc1ccccc1C(F)(F)F | -3%
CC1(C(=O)N2C[C@@H](COc3cccnc3)[C@H](c3ccccn3)C2)CC1 | 5%
CC(NC(=O)C1CCCCC1)c1ccncc1 (configuration not stated) | 26%
COc1cc(C2CC(=O)Nc3c(-c4cccc(F)c4)nsc32)cc2c1OCO2 (configuration not stated) | -7%
O=C(/C=C/c1cccs1)Oc1ccccc1/C=C/C(=O)c1cc2ccccc2o1 | -22%
COc1ccc(CN[C@H]2[C@H](O)[C@@H](N3CCC(C(N)=O)CC3)[C@@H]3OC[C@H]2O3)cc1 | 1%[86.2 µM]
O=C(NCCc1ccc(Cl)cc1)c1ccc2c(c1)N(Cc1ccccc1)CCS2 | ?
CC(C)N(Cc1cnn(C)c1)S(=O)(=O)c1ccc(F)c(F)c1 | 15%
CC(C)N1C(=O)C2(CCCCC2)C1C(=O)NC1CC1 (configuration not stated) | 7%
O=C1N2CCCC2CN1C1CCN(Cc2ccc(F)cc2)CC1 (configuration not stated) | 20%[86.2 µM]
N#Cc1nc(-c2ccccc2F)oc1N1CCN(C(=O)c2cccs2)CC1 | ?
Cc1ccc(CNC(=O)NC2CCN(C(=O)N3CC4CC(C3)[C@H]3CCCC(=O)N3C4)CC2)cc1 (some centres not stated) | 20%
O=C(Nc1ccc2nc(SCC(=O)N3CCCC3)sc2c1)c1ccc(F)cc1 | ?
CCOc1ccccc1C(=O)N1CCC[C@H]1c1nc(-c2ccc(C)cc2)no1 | -11%
Cc1nc(-c2cn(C3CCCN(C(=O)c4cc5ccccc5[nH]4)C3)nn2)no1 (configuration not stated) | ?
CN(C)C(=O)N1CCCCC12Cc1ccccc1NC2=O (configuration not stated) | -14%[86.2 µM]
CC(=O)NC(CC(=O)NCCN1C(=O)S/C(=C\c2ccccc2)C1=O)c1ccccc1 (configuration not stated) | -15%
O=C1CC2(CCN(C(=O)c3ccc(C(F)(F)F)cc3)CC2)Oc2cc(Cl)ccc21 | -7%
CCOc1cccc(NC(=O)c2ccc(F)c(S(=O)(=O)N(CC)c3cccc(C)c3)c2)c1 | -28%
Cc1c(CCC(=O)NC2(C)CCS(=O)(=O)C2)c(=O)oc2cc(O)ccc12 (configuration not stated) | ?
O=C(Nc1nc(-c2ccc3c(c2)OCCO3)cs1)C1CCCC1 | -26%

Records listed above shown as hits in KDM5B inhibitor.
SMILES | KDM5B inhibitor
CCn1ccc(C(=O)N2c3ccccc3CC2c2nc(C(C)C)no2)n1 (configuration not stated) | 25µM*
O=C(c1ccc(Cl)cc1)N1CCC(n2cc(-c3ccccn3)[nH]c2=O)CC1 | 45µM*

Next part
SMILES | KDM5B inhibitor
CCOc1cccc2cc(S(=O)(=O)c3cc(F)cc(F)c3)c(=O)oc12 | -14%
CC(C)C(=O)N1CCN(c2ccccc2NC(=O)C2(c3ccccc3)CCCC2)CC1 | 1%
CCCCN(C)Cc1ccc(CC)cc1 | ?
CCOc1ccc(NC(=O)NCc2nc(-c3ccc(OCC)cc3)oc2C)cc1 | 17%
Cc1ccc[n+](CC(=O)c2ccc(NC(=O)c3ccccc3)cc2)c1C | 6%
COCCO[C@H]1C(=O)N(C2CCN(C(=O)c3ccc(OC)cc3)CC2)[C@H]1c1ccncc1 | -20%
CC(=O)N1CCC(N2C[C@@H]3OCC(=O)N(Cc4ccccn4)[C@@H]3C2)CC1 | -12%[86.2 µM]
COc1cc(/C=C/C(=O)c2cccc(O)c2)cc(Cl)c1O | ?
O=C(CC1CCCCC1)NCCc1noc(C2CC2)n1 | 12%
O=C(c1ccccc1)N1CCC2(CC1)N=C(c1cccc(Br)c1)NO2 | ?
O=C(c1n[nH]c2ccccc12)N1CCC2(CC1)CC(N1CCCCC1)CCO2 (configuration not stated) | 5%
COC[C@H]1CCCN1C(=O)CC[C@H]1CNC(=O)[C@@H]2[C@@H](CCN2Cc2ccc(OC)cc2)N1C | -26%
CCCC(=O)N1Cc2ccccc2CC2(CCCCN2CC)C1 (configuration not stated) | 56µM*
CCc1ccc2ncc(S(=O)(=O)c3ccc(Cl)cc3)c(N3CCN(CC)CC3)c2c1 | 1%
Cc1ccc(CNC(=O)NC2CCc3nn(CC4CC4)c(=O)n3CC2)cc1 (configuration not stated) | 2%
COc1ccc(-c2[nH]nc3c2C(c2ccc(N(C)C)cc2)C2=C(CC(C)(C)CC2=O)N3)cc1 (configuration not stated) | 12%
Cn1ncc(N2CCC(NC(=O)Cc3cccs3)CC2)cc1=O | -10%
O=C(COC(=O)c1cc(S(=O)(=O)N2CCCC2)ccc1O)Nc1ccc(S(=O)(=O)N2CCOCC2)cc1 | ?
COc1cccc(-c2cc(-c3c(C)noc3C)c3cncn3c2)c1OC | i
O=C(NCCc1ccc(Cl)cc1)c1ccc(CSCc2ccc(Cl)cc2)o1 | -28%
COCCNS(=O)(=O)c1cc(C(=O)O)cc(-c2c(OC)cccc2OC)c1 | -25%
N#Cc1ccc(CN2CC3(C2)NC(=O)c2ccccc2O3)cc1 | -11%[86.2 µM]
CN(C)CCCNc1oc(-c2cccs2)nc1C#N | -34%
COc1ccc(NC(=O)C2=C(C)Nc3nc(SCc4ccc(Cl)cc4)nn3C2c2cccc(OC)c2OC)cc1 (configuration not stated) | 14%
Cc1cc(NC(=O)COc2ccc3ccc(=O)oc3c2)no1 | -16%
CCc1ccc(C2NC(=O)c3[nH]nc(-c4cccc(OC)c4)c32)cc1 (configuration not stated) | 0%
O=C(OCCCc1ccccc1)c1c2ccccc2cc2ccccc12 | ?
Cc1ccc(C)c(-c2nn(CC(=O)NC3CC3)c(=O)c3ccccc23)c1 | -12%
COc1ccc(NC(=O)CSc2nc3[nH]ncc3c(=O)n2-c2ccccc2)cc1 | 7%
COc1ccc(Cl)cc1NC(=O)Cn1nc(C(F)(F)F)c2c1CCC2 | -9%
CCCNc1c(NC(=O)c2ccc(OCCC)cc2)c(=O)oc2ccccc12 | 19%&13%
CCc1ccccc1-n1nnnc1SCC(=O)Nc1ccc2nccnc2c1 | ?
CCCCCn1nc(C(=O)OCCOc2ccccc2F)c2ccccc2c1=O | -5%
O=C(CSc1nnc(NC2CCCCC2)s1)Nc1cc(Cl)ccc1Cl | 1%
O=C(OCc1cccc(COC(=O)C2=COCCO2)c1)C1=COCCO1 | 16%
COCCN1C(=O)c2ccccc2C(C(=O)Nc2cc(OC)cc(OC)c2)C12CCCC2 (configuration not stated) | ?
O=C(COc1c(CO)cc(F)cc1CO)Nc1ccc(F)c(Cl)c1 | 8%
O=C(N/C=C\n1cnc2cc(C(F)(F)F)ccc21)c1ccc([N+](=O)[O-])cc1 | 27%
O=C(Cn1ccc2cc(S(=O)(=O)N3CCCC3)ccc21)NCc1ccc(Cl)cc1 | 9%
C[C@@H](Nc1ccc(-c2nc(CCCc3ccccc3)no2)cn1)C(N)=O | ?
O=C([C@@H]1C[C@H](F)CN1C(=O)c1ccsc1)N1CCOCC1 | 16%
O=S(Cc1ccccc1)Cc1ccccc1F (configuration not stated) | 15%
CCn1c(CN2CCCCC2)nc2cc(NC(=O)COc3ccccc3C(C)(C)C)ccc21 | -12%
Cc1ccc(F)cc1NC(=O)N1CCCN(C(=O)OC(C)(C)C)CC1 | 21%

Source: PubChem BioAssay
